High-throughput results deposited in PubChem BioAssay by National Center for Advancing Translational Sciences (NCATS).
Tau fluor counter: counter-screen for tau fibril formation inhibitors | Potency, µM (series often up to 57.7 µM), without a hit: at the top dose activity change, negative = decrease | hit rate 0.93% among 280,000 | AID 1463 | tau K18 P301L Alexa594 fluorescence, heparin fibrillization; note: nearly all actives have a fitted effect of over 55% in size
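Human K18 P301L tau (15 uM unlabeled plus 0.24 uM Alexa 594-labeled, final) in 100 mM sodium acetate pH 7 was mixed with compound and 20 uM heparin and incubated 6 hr at 37 C.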
TRb SRC2 PPI: inhibitors of human thyroid hormone receptor beta-SRC2 interaction; P10828; TRbeta-SRC2 peptide binding, fluorescence polarization; receptor liganded with 1 µM T3; Potency, µM (highest dose often 106 µM), without a hit: top-dose activity change, negative = inhibition, hits mostly inhibitors; hit rate 0.065% among 280,000; AID 1469;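 note: plate controls were bound peptide for no effect and peptide without receptor for full effect; nearly all actives have a fitted effect of over 50% in size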
Target sequence (P10828 whole entry, looked up): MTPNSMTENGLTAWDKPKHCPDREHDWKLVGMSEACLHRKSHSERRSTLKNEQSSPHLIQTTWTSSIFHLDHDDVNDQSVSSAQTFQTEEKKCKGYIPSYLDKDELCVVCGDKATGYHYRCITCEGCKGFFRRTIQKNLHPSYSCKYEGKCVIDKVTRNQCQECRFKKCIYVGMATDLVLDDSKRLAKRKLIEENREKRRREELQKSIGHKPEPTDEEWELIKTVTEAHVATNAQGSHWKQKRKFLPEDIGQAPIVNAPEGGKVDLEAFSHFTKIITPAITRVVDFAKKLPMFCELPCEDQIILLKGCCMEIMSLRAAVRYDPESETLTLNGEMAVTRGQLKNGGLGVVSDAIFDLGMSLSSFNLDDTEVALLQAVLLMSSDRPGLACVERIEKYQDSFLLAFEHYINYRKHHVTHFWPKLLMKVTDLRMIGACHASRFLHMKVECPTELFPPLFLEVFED
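Each compound concentration gave % activity, normalized to unbound and bound Texas Red SRC2 controls, from polarization read after 5 hr ambient incubation with T3-loaded human TRb LBD.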
Tau ThT inhib: blocks human tau fibril formation measured by thioflavin T | Potency, µM (doses to about 57.4 µM), inactives show at the top dose activity, negative = inhibition, usual class: inhibitors | AID 1460 | recombinant tau K18 P301L, heparin-induced fibrillization, ThT fluorescence | hit rate 2.1% among 270,000; note: nearly all actives have a fitted effect of over 55% in size
Target sequence (P10636 561-689 P618L limits assumed): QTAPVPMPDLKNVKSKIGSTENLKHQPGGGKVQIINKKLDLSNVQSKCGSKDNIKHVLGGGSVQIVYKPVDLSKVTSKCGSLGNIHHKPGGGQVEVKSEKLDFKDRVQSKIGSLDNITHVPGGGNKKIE
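Recombinant human tau K18 fragment […] carrying P301L, 15 uM unlabeled plus 0.24 uM Alexa 594-labeled, was fibrillized with 20 uM heparin in 100 mM sodium acetate pH 7 for 6 hr at 37 C; 30 uM ThT fluorescence read after 1 hr.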
TR SRC2 fluor cs: alters Texas Red total fluorescence, flagging assay interference; TRb/SRC2 Texas Red total fluorescence interference; Potency, µM (series often up to 106 µM), for inactives: at the highest dose fluorescence change, negative = quenching; hit rate 0.29% among 280,000; AID 1479; active = well fitted curve in either direction with a large enough effect; inconclusive = small, poorly fitted or top-dose-only effect
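Flags fluorescent or light-absorbing compounds by total fluorescence, S + 2P, at 555 nm excitation and 632 nm emission. Mixture: 20 nM Texas Red SRC2 peptide, 0.6 uM human TRb LBD, 1 uM T3, 5% DMSO; compound exposure 5 h at ambient temperature.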
Tau FP inhib: tau fibrillization inhibition (FP); AID 1468; Potency, µM (top dose mostly 57.7 µM), without a hit: at the highest dose activity, negative = inhibition, usual class: inhibitors; hit rate 0.39% among 280,000; K18 P301L tau heparin fibrillization, Alexa594 FP, 6 h; P10636; note: nearly all actives have a fitted effect of over 55% in size
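Heparin (20 uM) drove fibril formation of recombinant tau K18 P301L, 15 uM unlabeled with 0.24 uM Alexa 594 label, for 6 hr at 37 C in 100 mM sodium acetate pH 7. Fluorescence polarization (555/632 nm) read 1 hr after 30 uM ThT.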
aGal spleen mod: inhibitors or activators of human alpha-galactosidase in spleen homogenate | P06280 | human spleen homogenate, 4MU-alpha-Gal fluorescence, 40 min | Potency, µM (series often up to 80 µM), inactives show top-dose activity change, negative = inhibition, most hits filed as inhibitors | hit rate 0.008% among 240,000 | AID 2107;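 note: 0% = enzyme with vehicle and -100% = no enzyme basal signal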
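Human spleen homogenate (1 ug) was the enzyme source, with 4-methylumbelliferyl-alpha-D-galactopyranoside (1 mM final) in pH 5.0 citrate buffer with 0.01% Tween-20. Compounds were titrated; after 40 min at 37C, NaOH/glycine stop, 4-MU fluorescence read; AC50 from Hill fits.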
ALDH1A1 block: ALDH1A1 (human) enzyme inhibition; P00352; Purified ALDH1A1, NADH fluorescence, propionaldehyde substrate; Potency, µM (doses to about 75.3 µM), without a hit: at the highest dose activity, negative = inhibition, hits mostly inhibitors; hit rate 7.3% among 220,000; AID 1030; active = well fitted inhibition curve with a large enough effect, not every such curve was filed as active; inconclusive = small, poorly fitted or top-dose-only effect, or another doubt; inactive = no such curve, though single readings can be large or run the other way;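 note: plate controls were no enzyme wells and a reference inhibitor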
Target sequence (P00352 whole entry, looked up): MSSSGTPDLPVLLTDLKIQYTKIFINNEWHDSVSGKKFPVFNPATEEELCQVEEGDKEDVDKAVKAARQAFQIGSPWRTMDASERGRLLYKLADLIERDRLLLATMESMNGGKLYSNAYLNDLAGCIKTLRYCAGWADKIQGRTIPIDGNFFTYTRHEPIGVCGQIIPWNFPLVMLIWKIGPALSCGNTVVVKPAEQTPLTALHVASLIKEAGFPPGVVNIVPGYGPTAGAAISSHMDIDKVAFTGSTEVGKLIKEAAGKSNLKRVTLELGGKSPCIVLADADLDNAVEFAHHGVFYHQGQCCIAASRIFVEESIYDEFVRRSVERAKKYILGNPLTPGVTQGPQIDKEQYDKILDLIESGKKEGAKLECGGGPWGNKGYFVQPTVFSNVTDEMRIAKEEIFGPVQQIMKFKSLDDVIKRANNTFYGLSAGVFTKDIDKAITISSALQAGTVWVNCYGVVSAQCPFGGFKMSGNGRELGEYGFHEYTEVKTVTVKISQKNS
L3MBTL1 inh: L3MBTL1 (human) inhibition. Q9Y468. AlphaScreen L3MBTL1–H3K9me1 peptide binding. Potency, µM (highest dose often 57.1 µM), for the others: top-dose activity, negative = inhibition, usual class: inhibitors. hit rate 0.66% among 230,000; note: nearly all actives have a fitted effect of over 60% in size
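Displacement of a biotinylated histone H3(1-15) peptide monomethylated at Lys9 (75 nM) from L3MBTL1 (50 nM) was measured by AlphaScreen after a 30 min room-temperature compound incubation; cefsulodin titration served as intraplate control.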
* = called active by the depositor; ? = inconclusive; . = not tested or not shown; & = joins results of further samples; [ ] = remark or other dose. Unless noted, calls come from the whole dose curve; as a rule, active = well fitted curve in the direction sought with a large enough effect; inconclusive = small, poorly fitted or top-dose-only effect, or another doubt; inactive = no such curve, though single readings can be large; an effect the other way counts as inactive or inconclusive. Unless noted, % is set by controls: 0 for no effect and ±100 for the full control effect; potency is the fitted concentration of half-maximal effect.

SMILES	Tau fluor counter	TRb SRC2 PPI	Tau ThT inhib	TR SRC2 fluor cs	Tau FP inhib	aGal spleen mod	ALDH1A1 block	L3MBTL1 inh
CNC(=O)NC(=O)CSc1nnc(-c2ccc(F)cc2)n1CC1CCCO1 (stereo not given)	-12%	5%	-8%	0%	-3%	3%	-8%	.
CCC(=O)c1ccc(CCCCCC(=O)O)s1	-5%	-2%	-14%	-6%	-2%	3%	10%	.
COC(=O)c1cnn(-c2ccc(C(=O)Nc3ccc(C(C)=O)cc3)cc2)c1N	4%	3%	?	-28%	-6%	.	.	11%
Cc1c(NC(=O)/C(C#N)=C/c2ccc(-c3cc(Cl)ccc3Cl)o2)c(=O)n(-c2ccccc2)n1C	-10%	2%	?	-1%	?	3%	8%	-2%
O=C(c1cc2c(s1)-c1ccccc1S(=O)(=O)C2)N1CCN(Cc2ccccc2)CC1	-7%	-2%	-9%	-6%	12%	-14%	-8%	.
CC(C)NC(=O)/C(C#N)=C/c1cccc(NC(=O)c2ccccc2Cl)c1	10%	-5%[53 µM]	-7%	0%[53 µM]	2%	3%	14µM*	5%
O=C(COc1ccc([N+](=O)[O-])cc1)Nc1ccncc1	1%	-3%	-5%	1%	-9%	-4%	?	0%
CCOC(=O)c1cn(-c2ccccc2CO)c2c(F)c(F)c(F)cc2c1=O	4%	4%	6%	1%	4%	3%	3%	-1%
Cc1nc2scc(C)n2c(=O)c1S(=O)(=O)Nc1ccc(N2CCN(S(C)(=O)=O)CC2)cc1	-12%	-5%	-15%	0%	8%	.	.	.
CC1CN(C(=O)N2CCC(C(=O)NCc3ccco3)CC2)c2cc(Cl)ccc2O1 (stereo not given)	?	1%	32µM*	8%	-17%	.	.	.
CCOC(=O)C1=C(O)/C(=C/c2cn(CC(=O)N3CCCC3)c3ccccc23)SC1=Nc1ccccc1	-3%	1%	?	-5%	-3%	-4%	3%	-3%
CC(=O)c1cccc(S(=O)(=O)NCCC(=O)O)c1	2%	-7%	2%	0%	2%	2%	3%	2%
O=C(Nc1ccnc(-c2ccncc2)n1)c1ccc(F)cc1	-4%	5%	0%	-1%	5%	6%	10%	-15%
CCc1nn2c(=O)cc(COC(=O)C3CCCCC3)nc2s1	-3%	0%	-5%	-16%	3%	.	.	.
Cc1cc(C)cc(OCc2ccc(C(=O)NN)o2)c1	-5%	0%	-13%	-4%	3%	11%	.	-4%
Cc1ccnc2nc(C(=O)OCC(=O)NC(=O)NCc3ccco3)nn12	-5%	-2%	-14%	0%	5%	-18%	6%	.
Cc1ccc(NC(=O)c2cccc(NC(=O)CCC(=O)O)c2)cc1C	-5%	-3%	4%	-1%	-2%	6%	2%	.
CCOC(=O)c1cc(-c2ccccc2)n(CC(=O)N2CCCC2)c1C	-10%	-2%	-9%	-6%	-10%	-1%	8%	0%
CCCCC/C=C\C/C=C\CCCCCCCC(=O)NCCCC(=O)O	-8%	7%	-5%	-2%	0%	-6%	10%	.
NC(N)=NCCNS(=O)(=O)c1cccc2cnccc12	1%	-3%&-7%	3%	-6%&-2%	-1%	-4%&-16%	-3%	.
COC(=O)NC(Nc1sc2c(c1C(N)=O)CCCC2)(C(=O)OC)C(F)(F)F (stereo not given)	-10%	-16%	?	-2%	?	0%	?	-8%
N#CCSc1nnc(N)s1	-10%	-13%	-7%	-2%	-5%	10%	7%	.
CC(C)CCCC(C)C1CCC2C3CC=C4CC(=O)CC[C@@]4(C)C3CC[C@@]12C (stereo not given in full)	-7%	-4%	-15%	-2%	-1%	9%	-3%	.
O=c1[nH]c(=S)[nH]c2[nH]c(=S)[nH]c12	-9%	-2%	?	-2%	?	5%	10µM*	?
CNCCCCc1cnc(C)c2[nH]c3ccccc3c12	-11%	-2%	-10%	-2%	0%	2%	?	.
CN(C)/C=C/C(=O)c1cc(N2CCOCC2)ccc1[N+](=O)[O-]	-6%	1%	?	-5%	-1%	9%	?	-13%
CCOC(=O)c1cnc2c(C(F)(F)F)cccc2c1N1CCOCC1	1%	0%	-6%	-2%	-6%	0%	4%	.
Cc1c(N=Cc2cc(Br)cc(Br)c2O)cccc1C(=O)O	7%	-2%	7%	2%	6%	-1%	?	-13%
CCCCCn1c(CN2CCN(c3cccc(Cl)c3)CC2)nc2c1c(=O)n(C)c(=O)n2C	-11%	5%	?	0%	5%	5%	3.5µM*	-6%
COc1cc2nc(N3CCNCC3)nc(N)c2cc1OC	-2%	-17%	-5%	-4%	?	2%	?	0%

Reformatted as labelled records: part of the list above.
N#CCSc1nnc(N)s1
  Tau fluor counter: -10%	TRb SRC2 PPI: -13%	Tau ThT inhib: -7%	TR SRC2 fluor cs: -2%	Tau FP inhib: -5%	aGal spleen mod: 10%	ALDH1A1 block: 7%	L3MBTL1 inh: .

CC(C)CCCC(C)C1CCC2C3CC=C4CC(=O)CC[C@@]4(C)C3CC[C@@]12C (stereo not given in full)
  Tau fluor counter: -7%	TRb SRC2 PPI: -4%	Tau ThT inhib: -15%	TR SRC2 fluor cs: -2%	Tau FP inhib: -1%	aGal spleen mod: 9%	ALDH1A1 block: -3%	L3MBTL1 inh: .

O=c1[nH]c(=S)[nH]c2[nH]c(=S)[nH]c12
  Tau fluor counter: -9%	TRb SRC2 PPI: -2%	Tau ThT inhib: ?	TR SRC2 fluor cs: -2%	Tau FP inhib: ?	aGal spleen mod: 5%	ALDH1A1 block: 10µM*	L3MBTL1 inh: ?

The list continues:
SMILES	Tau fluor counter	TRb SRC2 PPI	Tau ThT inhib	TR SRC2 fluor cs	Tau FP inhib	aGal spleen mod	ALDH1A1 block	L3MBTL1 inh
CCOC(=O)c1c(-c2ccc(C)cc2)csc1NC(=O)c1cc(=O)c2ccc(C)cc2o1	-20%	-10%	-11%	35µM*[quencher]	-3%	.	.	.
O=C(O)c1ccccc1SCc1ccc2c(c1)OCO2	1%	-6%	1%	-1%	4%	1%	-5%	.
O=C(NNC(=O)c1ccc(Cl)cc1Cl)c1cccs1	1%	-1%	5%	2%	3%	7%	7%	-5%
Cc1ccc2nc(N3CCOCC3)c3nncn3c2c1	-6%	3%	-6%	-1%	0%	4%	-9%	8%
CCSc1nnc([C@@H]2CCCN2C(=O)OC(C)(C)C)o1	-3%	-18%	2%	0%	-7%	2%	?	1%
N#Cc1c(-c2c(Cl)cccc2Cl)noc1/C=C/Nc1ccc(C(=O)O)cc1	?	10%	-21%	-4%	7%	1%	3.5µM*	.
Cc1ccccc1N=C1NC(=O)/C(=C/c2cccnc2)S1	-10%	2%	-12%	-4%	-3%	3%	.	-3%
CCNC(=S)N(Cc1cc2cccc(C)c2[nH]c1=O)C1CCCC1	6%	-6%	9%	-1%	-7%	6%	?	-9%
CN(Cc1ccccc1)S(=O)(=O)c1nnc(NC(=O)c2ccccc2Cl)s1	4%	-8%	-3%	7%	-6%	.	.	.
CCOC(=O)N1CCN(C(=O)COc2ccc(Cl)cc2)CC1	2%	7%	-3%	-2%	-3%	11%	3%	.
CC(C)(CC(=O)O)CC(=O)Nc1ccc(Cl)c(Cl)c1	-9%	5%	-3%	-1%	-4%	6%	.	4%
COc1ccc(OC)c(C2C(C(=O)c3cccs3)=C(O)C(=O)N2c2cc(C)on2)c1 (stereo not given)	0%	17%	-10%	0%	3%	6%	10%	-6%
CCOc1ccc2c(c1)n([O-])c1c([n+]2=O)CCCC1	-22%	0%	20µM*	-2%	?	-3%	?	.
O=C(/C=C/Nc1ccccc1F)c1cccs1	-19%	-14%	?	-2%	-10%	2%	?	0%
Cc1cc(=O)n(CNC(=O)c2ccccc2)c(=S)[nH]1	0%	-7%	2%	-3%	4%	2%	11%	.
O=C(CCS(=O)(=O)c1ccc(Br)cc1)Nc1ccc(Cl)c(C(F)(F)F)c1	?	-1%	8%	?	?	.	.	.
CC(C)(C)OC(=O)N1CCC(C(N)=O)CC1	2%	-1%	5%	1%	6%	-17%	13%	2%
CS(=O)(=O)N(CC(=O)NCc1ccco1)c1ccc2c(c1)OCO2	1%	-1%	-6%	1%	-2%	2%	-1%	?
CCOC(=O)N1CCN(C(=S)Nc2ccc(C)c(C)c2)CC1	-10%	-4%	-8%	-10%	4%	1%	2%	11%
Cn1ncc(Cl)c1C(=O)N/N=C/c1ccccn1	4%	-2%	3%	-6%	-1%	1%	6%	-16%
O=C(NCC1CCCO1)c1ccc(CNS(=O)(=O)c2ccc(F)c(Cl)c2)cc1 (stereo not given)	1%	-7%	1%	-2%	-8%	5%	0%	-12%
CCOc1ccc2nc(NS(=O)(=O)Cc3ccccc3)sc2c1	-14%	-4%	?	-2%	12%	-1%	-4%	.
CCOC(=O)Nc1ccc(C(N)=O)cc1	-2%	13%	-3%	-2%	1%	-4%	12%	-11%
O=C1c2nccnc2C(=O)N1c1ccc(F)cc1	-7%	-5%	-10%	0%	-7%	0%	8%	19%
COc1cccc(Cn2c(C)c(CNCc3ccccc3Cl)c(C(=O)O)c2C)c1	-2%	-2%	-2%	-1%	1%	.	.	.
CCc1c(C)n2nc(C)cc2[nH]c1=O	5%	-15%	-2%	3%	11%	2%	?	.
Cc1c(C(=O)C(=O)NCc2cccs2)c2ccccc2n1C	-10%	-3%	-8%	-5%	0%	1%	7%	.
C#CCSc1nnnn1-c1ccc(Br)c(C)c1	-6%	-1%	-5%	3%	-5%	-6%	3%	25%
O=C(CSc1nc2ccccc2o1)N1c2ccccc2Sc2ccc(Cl)cc21	-9%	-4%	-2%	2%	-6%	5%	?	4%
Cc1cc(C)cc(NC(=O)c2sc3nc4n(c(=O)c3c2C)N=C(c2ccccc2)CS4)c1	-13%	4%	-13%	-5%	?	.	.	.
C/C(=N\NC(=O)CCCCCNC(=O)c1ccccc1)c1ccccc1O	-8%	5%	-10%	-3%	-8%	0%	8%	9%
O=C1CC(c2ccc(Br)cc2)c2c(ccc3ccccc23)N1 (stereo not given)	?	7%	?	-3%	-14%	.	.	.
O=S(=O)(Nc1ccc(S(=O)(=O)Nc2ccccc2)cc1)c1ccccc1	-13%	-1%	7%	-1%	-9%	3%	?	6%

Just TR SRC2 fluor cs, for 2 of the compounds above:
Structure | TR SRC2 fluor cs
COc1cccc(Cn2c(C)c(CNCc3ccccc3Cl)c(C(=O)O)c2C)c1 | -1%
CCc1c(C)n2nc(C)cc2[nH]c1=O | 3%
